Screening data: PubChem BioAssay, several laboratories
CHOP inhibitor – blocks CHOP induction under ER stress; inhibition, % at 10 µM; actives 3.8% (n = 220,000); CHO-K1 CHOP-promoter luciferase, tunicamycin-induced, 15-18 h;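 active = compounds that reduced the stress-induced luciferase reporter signal by more than about 70% of percent inhibition, limit read from the data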;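 note: 0% = tunicamycin plus vehicle and 100% = wells without tunicamycin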
TbHK1 inh – T. brucei hexokinase 1 inhibition; actives 0.11% (n = 220,000); inhibition, % at 10 µM; recombinant TbHK1, G6PDH-coupled NADH A340;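 active = inhibition of 50% or more in the single-dose primary screen; inactive = inhibition below 50%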
Wee1 stabilizer – human Wee1 degradation inhibition, primary screen; HeLa Luc-Wee1K328M stability, luciferase luminescence; 100% = proteasome inhibitor MG132 effect; reporter increase, % at 5 µM; AID 1321; actives 1.2% (n = 220,000);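 active = activation above the mean of all tested compounds plus 3 SD, set per screening run, cut at about 8.8% in these data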;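 note: cells exposed to compound for 20 h before luminescence read; 0% = DMSO alone and 100% = MG132 at 30 µM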
Target sequence (P30291 whole entry K328M): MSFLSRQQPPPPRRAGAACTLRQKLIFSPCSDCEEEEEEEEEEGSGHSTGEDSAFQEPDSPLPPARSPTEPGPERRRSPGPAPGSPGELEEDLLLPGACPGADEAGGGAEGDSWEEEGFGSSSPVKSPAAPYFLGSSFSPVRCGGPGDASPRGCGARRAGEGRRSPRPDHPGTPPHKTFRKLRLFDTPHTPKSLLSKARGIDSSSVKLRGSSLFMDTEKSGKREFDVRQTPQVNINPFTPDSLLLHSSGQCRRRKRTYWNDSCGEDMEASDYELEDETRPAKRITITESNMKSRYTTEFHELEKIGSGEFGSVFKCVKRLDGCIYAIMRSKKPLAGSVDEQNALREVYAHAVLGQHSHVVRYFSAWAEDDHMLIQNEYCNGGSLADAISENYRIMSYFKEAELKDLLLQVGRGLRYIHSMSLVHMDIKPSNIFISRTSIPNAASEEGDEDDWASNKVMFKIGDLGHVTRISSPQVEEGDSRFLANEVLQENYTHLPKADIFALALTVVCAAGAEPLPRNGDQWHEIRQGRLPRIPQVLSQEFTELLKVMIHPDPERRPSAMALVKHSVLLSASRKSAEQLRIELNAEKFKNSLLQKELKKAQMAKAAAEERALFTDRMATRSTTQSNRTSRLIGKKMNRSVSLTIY
TNF necrop inh – inhibitors of TNF-alpha induced necroptosis in Jurkat FADD-/- cells; Jurkat FADD-/- TNF necroptosis rescue, ATP luminescence, 24 h; 0 = TNF only, 100 = no-TNF cells; activation (protection from cell death), % at 10 µM; actives 0.068% (n = 220,000); AID 463075;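 active = activation, meaning protection from cell death, of at least 50% relative to plate controls; inactive = activation below 50%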;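 note: necroptosis triggered by 40 ng/mL TNF-alpha added together with compound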
PPC-1+TRAIL kill – kills PPC-1 cancer cells in the presence of TRAIL. cell killing (% activity), % at 4 µM. PPC-1 cells + TRAIL, ATPLite viability luminescence. actives 0.41% (n = 220,000);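 active = cell killing above 50% in the first pass at 4 µM, then a duplicate retest at 5 µM averaging 50% or more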;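 note: plate controls were cells with TRAIL plus DMSO for no effect and medium-only wells lacking cells for full effect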
L929 necroptosis – L929 zVAD cell death inhibition; L929 zVAD necroptosis rescue, ATP luminescence, 24 h; with zVAD 60 µM; viability rescue, % at 10 µM; actives 0.38% (n = 220,000); AID 1377;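 active = activation, scaled between plate controls, above about 75%, limit read from the data; inactive = activation under that limit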;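 note: 0% = zVAD with DMSO and 100% = DMSO alone without zVAD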
FXIa inh 1536 – factor XIa (human) inhibition | actives 0.14% (n = 220,000) | AID 798 | purified FXIa, Boc-Glu-Ala-Arg-AMC fluorogenic substrate | inhibition, % at 5 µM | P03951;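 active = inhibition of at least 40%; inactive = inhibition below 40%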;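 note: fluorescence of freed AMC excited at 355 nm; 0% = enzyme without compound and 100% = no enzyme blank; many of its hits are not listed in these tables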
FXIIa inh 1536 – factor XIIa (human) inhibition; P00748; purified FXIIa, Boc-QGR-AMC fluorogenic substrate, 2 h; actives 0.3% (n = 220,000); inhibition, % at 5 µM; in the data active = inhibition above about 40%;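 note: 0% = enzyme with no compound and 100% = blank without enzyme; many of its hits are not listed in these tables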
EP2 antag – inhibitors of human EP2 prostaglandin E2 receptor; C6 glioma cells expressing human EP2, cAMP TR-FRET; cells stimulated with saturating PGE2; actives 0.52% (n = 260,000); P43116; AID 1422; inhibition, % at 25 µM;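 active = percent inhibition above 40 after rounding to a whole number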;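 note: rat C6 glioma host cells with rolipram phosphodiesterase inhibitor present; the protocol text gives 20 µM as final concentration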
Target sequence (P43116 whole entry, looked up): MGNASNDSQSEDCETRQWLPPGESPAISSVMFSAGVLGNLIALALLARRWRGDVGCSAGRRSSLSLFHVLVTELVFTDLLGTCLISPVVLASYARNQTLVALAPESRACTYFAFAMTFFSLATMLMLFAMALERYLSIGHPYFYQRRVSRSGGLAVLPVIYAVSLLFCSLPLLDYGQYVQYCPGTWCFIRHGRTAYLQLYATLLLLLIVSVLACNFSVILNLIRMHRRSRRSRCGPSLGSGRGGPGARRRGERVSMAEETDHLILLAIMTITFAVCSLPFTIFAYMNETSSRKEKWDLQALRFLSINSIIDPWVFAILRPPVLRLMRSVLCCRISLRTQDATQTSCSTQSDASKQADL
An asterisk follows results filed as active; . = no result given; & = joins results of further samples; [ ] = dose if it differs, or a comment. This is a subset. The share of hits here may be higher or lower than overall.

SMILES | CHOP inhibitor | TbHK1 inh | Wee1 stabilizer | TNF necrop inh | PPC-1+TRAIL kill | L929 necroptosis | FXIa inh 1536 | FXIIa inh 1536 | EP2 antag
Cc1cc(C)nc(NC2=NCC(=O)N2c2ccc(Cl)cc2)n1 | 10 | 8 | -2 | -0.4 | -1 | 0.6 | -2 | 14 | .
c1ccc(-c2ccc(C3=Nn4c(nnc4-c4cccs4)SC3)cc2)cc1 | 6 | -19 | 4 | -2.6 | 10 | -0.7 | 4 | 4 | 5
CC12CCC(C(=O)Nc3ccc(Br)cn3)(OC1=O)C2(C)C (stereo unspecified) | -11 | -3 | 1 | 2.0 | 24 | 0.3 | -5 | 6 | 4
CCCN=Cc1sc2ccc(OCC)cc2c1O | 28 | -20 | -1 | -0.2 | 2 | 0.3 | -2 | 13 | 11
Clc1ccc(-c2cnc(Oc3ccccc3)nc2)cc1 | -6 | 0 | 1 | -0.6 | 22 | 0.0 | 1 | 11 | 7
Cc1ccc(N2C(=O)CC(Nc3ccc(Cl)c(S(=O)(=O)N(C)C)c3)C2=O)c(C)c1 (stereo unspecified) | 10 | -7 | 4 | -0.2 | 12 | 3.8 | 3 | 12 | 9
CCOc1cc(NC(=S)NCCCN2CCOCC2)c(OCC)cc1NC(=O)CC(C)C | 13 | 2 | -3 | -0.6 | -8 | 0.3 | -11 | -5 | 8
O=C(O)c1cccc(N/N=C/c2ccc(-c3ccccc3)cc2)c1 | 32 | 6 | 1 | -1.4 | 23 | 0.5 | 1 | 7 | 9
O=C1C(=O)N(Cc2ccccc2)C(=O)N1CCOc1ccccc1 | 17 | -6 | 2 | 1.3 | 6 | -0.4 | 3 | 8 | 2
COc1ccc(CC(=O)NC(=S)Nc2ccc(S(=O)(=O)NC(C)(C)C)cc2)cc1 | 50 | 0 | 5 | -1.3 | 24 | 0.4 | -3 | 5 | 14
O=C(C1CCCN(S(=O)(=O)c2cccc3nsnc23)C1)N1CC=C(c2ccccc2)CC1 (stereo unspecified) | 44 | -7 | 1 | -13 | -5 | -0.2 | 19 | 29 | 28
COc1ccc(CCNC(=O)CC2C(=O)NCCN2CC(C)(C)C)cc1 (stereo unspecified) | 5 | -2 | 3 | 0.3 | 19 | 1.7 | -4 | 9 | 4
O=C(Nc1nnc(-c2ccccc2)o1)Nc1ccccc1Cl | 31 | 3 | 0 | 1.2 | 19 | -0.3 | 0 | 2 | .
O=C(CSc1nnc(-c2ccc(C(F)(F)F)cn2)o1)Nc1ccccc1Cl | -5 | -19 | 5 | -0.1 | 18 | 0.1 | 0 | 5 | 6
COc1ccc(-n2cnc3cc(N)ccc32)cc1 | 12 | -1 | -2 | -2.9 | 12 | 71 | 5 | 11 | 15&13
O=C(Nc1ccc(F)cc1)c1cc2c(s1)CCCC2 | 10 | -4 | 17* | -1.4 | 17 | 7.5 | 0 | 9 | 11
O=C(Nc1ccc(Cl)c([N+](=O)[O-])c1)c1ccc(NCCCN2CCOCC2)c([N+](=O)[O-])c1 | 97* | -13 | -4 | -13 | 12 | 0.8 | 0 | 5 | 8
Cc1cccc(NC(=O)c2ccccc2O)c1C | 36 | -15 | 1 | -2.5 | 7 | -0.9 | 7 | 0 | 23
CCOC(=O)N1CCC(N2CCN(S(=O)(=O)c3ccc(OC)cc3)CC2)CC1 | 3 | 2 | 4 | 1.3 | . | -0.4 | -2 | 6 | 6
Cc1cccc2cc(CN(Cc3cccnc3)C(=S)NCCCN(C)C)c(=O)[nH]c12 | 6 | -9 | 1 | 2.3 | . | 1.3 | 0 | 7 | 6
O=c1cc(O)c2c(=O)n(-c3ccccc3)c3c(c2o1)CCCCCC3 | 11 | -24 | 0 | 0.4 | 4 | 1.6 | 2 | 12 | 4
CC(=O)NC(Cc1cccc(C)c1)C(=O)NC1CCN(c2ncccc2[N+](=O)[O-])CC1 (stereo unspecified) | 5 | -5 | -1 | 0.0 | -7 | 0.6 | -4 | 4 | 10
O=C(CC1NC(=O)NC1=O)Nc1ccccc1 (stereo unspecified) | 2 | -3 | 0 | -1.0 | 36 | -0.5 | -2 | 4 | 3
CN1C(=O)CC(N2CCN(c3ccc(Cl)cc3)CC2)C1=O (stereo unspecified) | 3 | 25 | -4 | 0.6 | -3 | 0.1 | -5 | 5 | 4
FC(F)(F)c1nnc(-c2ccccc2)nc1N1CCCC1 | 49 | -3 | 1 | 0.2 | 6 | 2.4 | -3 | 4 | 5
Cc1cccnc1NC1OC(=O)c2ccccc21 (stereo unspecified) | -13 | 8 | 4 | -0.6 | -2 | -0.3 | 3 | 16 | 11
O=c1c2ccccc2nc2c3ccccc3c(NCCO)nn12 | -6 | -18 | 0 | -1.2 | 4 | 2.7 | -7 | -4 | 9
CC1(C)C(C#N)=C(N)Oc2c1c(=O)oc1ccccc21 | 11 | -7 | -1 | -5.6 | 10 | -0.2 | 4 | 10 | 3
O=C(c1ccc2c(=O)n(Cc3ccc4c(c3)OCO4)c(=S)[nH]c2c1)N1CCCCC1 | 92* | -1 | 0 | -1.6 | -6 | -0.4 | -9 | 11 | 9
Cc1c(F)cccc1NS(=O)(=O)c1ccc(OCCNS(C)(=O)=O)cc1 | 15 | -10 | -3 | 0.1 | 7 | -0.2 | -3 | 1 | 8
CSc1ccc(NC(=O)CC(C)=O)cc1 | 15 | 2 | 1 | 0.5 | -1 | -0.1 | -3 | 22 | 4
CN(C)c1ccc(N=Nc2nc3ccccc3n2C)cc1 | 70 | -9 | 1 | -27 | 5 | -3.5 | 6 | 15 | 13
Cc1c(NC(C)c2ccccc2O)c(=O)n(-c2ccccc2)n1C (stereo unspecified) | 29 | 4 | -2 | -1.3 | -13 | 0.4 | 2 | -4 | 4
COCCOC(=O)c1c(C)n(C)c2ccc(OC(=O)c3ccco3)cc12 | 5 | 2 | 0 | 0.1 | -14 | 0.2 | -5 | 1 | 11
Cc1[nH]c2ccccc2c1C(=O)CSc1ccc(Cl)cc1 | -14 | -15 | 2 | 0.4 | 3 | -0.3 | -1 | 6 | 11
CSc1ccccc1NC(=O)c1cc2ncc(Br)cn2n1 | -31 | 15 | -3 | 0.2 | 22 | 0.5 | 10 | 5 | 11
O=C(NC(C(=O)c1ccccc1)n1ccc(=O)[nH]c1=O)c1ccccc1 (stereo unspecified) | 39 | 1 | 0 | -1.2 | 21 | -0.2 | 4 | 3 | 10
Cc1csc(NC(=O)CSCC(=O)Nc2ccccc2)n1 | -7 | 2 | 1 | 0.6 | -5 | 0.3 | -1 | 4 | 9
Cc1cc(CNC(=O)COc2c(F)c(F)cc(F)c2F)c2ccccc2n1 | 19 | -12 | 4 | -0.1 | -2 | 1.3 | -2 | 4 | 1
O=C(NCCN1CCOCC1)[C@H](Cc1ccccc1)N1C(=O)c2ccccc2C1=O | 27 | -7 | 2 | -3.6 | 20 | 0.5 | 0 | 12 | 19
COc1cccc(C(c2sc3ncnn3c2O)N2CCN(C(=O)c3ccco3)CC2)c1 (stereo unspecified) | 14 | -3 | 0 | 0.6 | -43 | 1.7 | 6 | 10 | 6
Cc1nc(-c2ccc(NC(=O)c3ccccc3Br)cc2)cs1 | 27 | 28 | 0 | 2.6 | 36 | 3.3 | 10 | 5 | 9
CC12CCC(C(=O)N3CCCc4ccccc43)(OC1=O)C2(C)C (stereo unspecified) | -2 | -8 | 0 | -0.4 | 4 | 0.2 | 11 | 7 | 0
C=CCNC(=O)Nc1ccc(OCC)cc1 | 12 | -1 | 4 | -0.6 | 17 | 0.3 | 8 | 4 | 8
COc1ccc(Oc2cc(C)nc(Cl)n2)nn1 | 7 | -2 | 8 | 0.6 | -3 | 4.4 | -5 | 4 | 5
COc1nc(OC/C(N)=N/O)nc(N2CCOCC2)n1 | 12 | 3 | 0 | 1.9 | -1 | 2.4 | -2 | 8 | 27
Cc1csc(NC(=O)c2cn3ccccc3n2)n1 | 69 | -9 | -3 | -6.7 | 80*[5 µM] | 2.7 | -5 | . | 6
Cc1ccc(Oc2ccc(/C=N/O)cn2)cc1 | 21 | 9 | 1 | -8.6 | -14 | 0.4 | 18 | 25 | 14
CCC(CO)n1c(SCc2cc([N+](=O)[O-])cc3c2OCOC3)nc2ccccc2c1=O (stereo unspecified) | 18 | 28 | 3 | 3.2 | 9 | 1.1 | -1 | 0 | 5
COC(=O)CNC(=O)COC(=O)/C=C/c1ccc(F)cc1 | -1 | -4 | 8 | -0.1 | 0 | 1.1 | -5 | 7 | 7
COc1ccc(CCNC(=O)CSCc2ccc(C)cc2)cc1OC | . | 2 | -1 | -3.6 | . | 0.2 | . | . | 14
CC(C)n1c(NCCO)nc2ccccc21 | -10 | -1 | 11* | 0.5 | 0 | 0.2 | -3 | 3 | 4
Cc1cc(/C=N/N2CCN(C)CC2)c(C)n1-c1ccccc1F | 4 | 1 | -2 | -1.9 | 17 | -0.4 | 6 | 12 | 8
COc1ccc(C(=O)O/N=C/c2ccc(S(=O)c3ccc(Cl)cc3)nc2)cc1 (stereo unspecified) | 30 | -4 | 0 | 1.0 | 17 | 0.0 | 0 | 9 | 6
O=C(Nc1ccncc1)C1COc2ccccc2O1 (stereo unspecified) | -6 | 4 | 1 | 1.4 | 18 | 0.9 | 4 | 4 | 13
Cc1ccc(SCc2nnc(N)s2)cc1 | 7 | 7 | 0 | 10 | 39 | 4.8 | -4 | 13 | 9
COc1ccc(C(=O)C2CC2c2ccc3c(c2)OCO3)cc1 (stereo unspecified) | 53 | 3 | 4 | 1.6 | 5 | 0.8 | -4 | 2 | 6
COC(=O)CCc1c(C)c(C(=O)c2ccco2)c2ccccn12 | 3 | 1 | -1 | -1.8 | 25 | -0.1 | 6 | -2 | 23
CCOC(=O)c1sc(NC(=O)CSc2n[nH]c(C)n2)nc1C | 30 | -7 | -3 | 1.1 | -1 | 35 | 3 | 8 | 6
C=C(C)c1cccc(C(C)(C)NC(=O)NCCCn2ccnc2)c1 | 13 | 0 | 0 | 2.6 | -8 | 1.9 | -3 | 2 | .

Next section; the last four above are carried over.
SMILES | CHOP inhibitor | TbHK1 inh | Wee1 stabilizer | TNF necrop inh | PPC-1+TRAIL kill | L929 necroptosis | FXIa inh 1536 | FXIIa inh 1536 | EP2 antag
COc1ccc(C(=O)C2CC2c2ccc3c(c2)OCO3)cc1 (stereo unspecified) | 53 | 3 | 4 | 1.6 | 5 | 0.8 | -4 | 2 | 6
COC(=O)CCc1c(C)c(C(=O)c2ccco2)c2ccccn12 | 3 | 1 | -1 | -1.8 | 25 | -0.1 | 6 | -2 | 23
CCOC(=O)c1sc(NC(=O)CSc2n[nH]c(C)n2)nc1C | 30 | -7 | -3 | 1.1 | -1 | 35 | 3 | 8 | 6
C=C(C)c1cccc(C(C)(C)NC(=O)NCCCn2ccnc2)c1 | 13 | 0 | 0 | 2.6 | -8 | 1.9 | -3 | 2 | .
CC1CCCC(C)N1Cc1cn2ccccc2n1 (stereo unspecified) | -6 | 1 | 1 | -0.1 | 7 | -0.1 | -4 | 1 | 3
CC(C)(C)n1ncc2c(=O)n(CC(=O)Nc3ccc(Cl)cc3)cnc21 | 31 | 4 | 2 | 3.4 | 3 | 17 | -7 | -13 | 3
CCn1c2ccccc2c2cc(NC(=O)CSc3nnc(-c4ccc(OC)c(OC)c4)n3N)ccc21 | 42 | -18 | 1 | -1.0 | 20 | 5.1 | 5 | 12 | 6
COc1ccc(S(=O)(=O)NCCc2nnc3ccc(SCc4cccnc4)nn23)cc1 | -18 | -3 | 4 | -1.1 | -25 | -0.5 | 6 | 21 | 3
